PKA-R2B activ = activators of PKA-R2B holoenzyme, primary screen, biochemical, fluorescence polarization, Cy5-IP20, human; cAMP-dependent protein kinase catalytic subunit beta (Homo sapiens) + cAMP-dependent …; PKA-R2B holoenzyme dissociation; R2B truncated from residue 108, S112A mutant; 0% DMSO only, 100% 113 µM cGMP; activation, % at 11.4 µM; hit rate 0.079% among 340,000;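 active = activation above a cutoff set at the mean over all compounds plus 3 SD, cut at about 18% in these data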;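 also: higher means more holoenzyme dissociation and a rise in polarization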
MOR-DOR inv ag = inverse agonists of MOR-DOR heterodimerization, primary screen, cell-based, luminescence; cell-based MOR-DOR heterodimer luminescence, inverse agonism; inhibition, % at 9.3 µM; hit rate 0.21% among 340,000; Mu-type opioid receptor (Homo sapiens) + Delta-type opioid receptor (Homo sapiens), …; in the data active = inhibition above about 22%, passing the limit was not always enough;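 also: 0% = cells with DMSO and 100% = wells without cells with DMSO; values of inactives mirror those of a sister screen read the other way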
PKA-R1A act = activators of PKA-R1A holoenzyme, primary screen, biochemical, fluorescence polarization, Cy5-IP20, bovine R1A, mouse PKAc; cAMP-dependent protein kinase type I-alpha regulatory subunit (Bos taurus) + …; PKA-R1A dissociation; scaled: DMSO 0%, 113 µM cGMP 100%; activation, % at 11.4 µM; hit rate 0.083% among 340,000; AID 504707, 2011;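 active = percent activation above the mean of all tested compounds plus 3 SD, cut at about 19% in these data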;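 also: higher means more PKAc released from R1A so a rise in polarization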
DAGLB inhibitor = DAGLB lipase inhibitors, primary screen, biochemical, fluorescence, HTS | inhibition, % at 5.17 µM | hit rate 0.059% among 340,000 | HEK293T DAGLB membrane lysate, EnzChek fluorogenic substrate; in the data active = inhibition above about 34%;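 also: 0% = enzyme with vehicle and 100% = wells lacking enzyme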
Target sequence (Q8NCG7 whole entry, looked up): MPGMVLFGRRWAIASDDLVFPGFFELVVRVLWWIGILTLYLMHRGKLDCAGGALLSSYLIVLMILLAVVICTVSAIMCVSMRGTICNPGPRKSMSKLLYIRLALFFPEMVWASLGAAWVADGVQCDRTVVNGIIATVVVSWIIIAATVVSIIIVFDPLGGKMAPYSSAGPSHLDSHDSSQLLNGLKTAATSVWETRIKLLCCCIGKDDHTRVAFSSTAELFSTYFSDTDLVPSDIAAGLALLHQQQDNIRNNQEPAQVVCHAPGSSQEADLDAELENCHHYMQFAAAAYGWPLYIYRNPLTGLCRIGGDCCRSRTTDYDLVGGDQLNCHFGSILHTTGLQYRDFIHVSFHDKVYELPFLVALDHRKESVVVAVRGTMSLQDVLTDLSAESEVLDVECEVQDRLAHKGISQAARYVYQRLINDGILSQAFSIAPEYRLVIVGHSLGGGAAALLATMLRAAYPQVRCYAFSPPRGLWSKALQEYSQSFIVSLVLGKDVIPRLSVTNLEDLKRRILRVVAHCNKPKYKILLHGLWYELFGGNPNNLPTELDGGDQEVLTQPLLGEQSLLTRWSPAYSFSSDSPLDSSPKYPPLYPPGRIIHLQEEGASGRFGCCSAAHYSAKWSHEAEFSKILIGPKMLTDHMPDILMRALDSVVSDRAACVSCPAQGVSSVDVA
HTR5A inv ag = HTR5A inverse agonists in luminescence cell assay, primary screen, counter-screen for OPRM1-OPRD1 heterodimer inverse agonist project, full-deck HTS; 5-hydroxytryptamine receptor 5A (Homo sapiens), P47898; HTR5A cell line, inverse agonism; inhibition, % at 9.3 µM; hit rate 0.083% among 340,000; in the data active = inhibition mostly above about 23%, no sharp cut-off; inactive = mostly below about 18%;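 also: 0% = cells with DMSO and 100% = no-cell wells with DMSO; some compounds called inactive have numbers as strong as hits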
Target sequence (P47898 whole entry, looked up): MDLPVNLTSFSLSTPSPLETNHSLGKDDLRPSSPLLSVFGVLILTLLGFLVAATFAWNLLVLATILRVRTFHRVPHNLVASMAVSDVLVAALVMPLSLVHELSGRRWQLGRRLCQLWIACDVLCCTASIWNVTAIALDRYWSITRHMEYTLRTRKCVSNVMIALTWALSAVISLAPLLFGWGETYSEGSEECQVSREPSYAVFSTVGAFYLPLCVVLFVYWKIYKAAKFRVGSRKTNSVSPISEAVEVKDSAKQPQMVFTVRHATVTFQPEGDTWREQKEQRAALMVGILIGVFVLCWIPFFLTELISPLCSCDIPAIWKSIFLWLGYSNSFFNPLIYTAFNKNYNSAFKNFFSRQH
V-ATPase pHluor = regulators of yeast V-ATPase proton pumping, primary screen, pHLuorin cytosolic pH fluorescence; S. cerevisiae; response, % at 10 µM; hit rate 0.37% among 350,000; AID 504577, 2011; in the data active = response mostly above about 7.3%, no sharp cut-off; inactive = mostly below about 5.4%; also: actives read high; inactives centre near 0; some compounds called inactive have numbers as strong as hits; reference of the scale not given here
Arrestin-AP2 inh = inhibitors of beta-arrestin/AP2 binding, primary screen, biochemical, GPCR trafficking, flow cytometry | hit rate 0.31% among 340,000 | beta-arrestin 1 C-terminal peptide binding to AP2 beta2-adaptin appendage (human) | inhibition, % at 10 µM | AID 504490, 2011 | FITC-arrestin peptide / GST-AP2 beads; AP2 beta2 appendage carries R879A mutation;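 active = inhibition above a set limit, near 3 SD of compounds lacking own fluorescence, cut at about 54% in these data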;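 also: plate controls were DMSO wells for no effect and 5 µM unlabelled arrestin peptide for full effect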
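Test system: GST-tagged AP2 beta2-adaptin appendage (R879A) on 4 µm glutathione beads; also added: fluorescein-tagged arrestin peptide at 50 nM final; timing: 12 min plus 1 h, RT; signal: flow cytometry, FL1 (488/535 nm); read-out: percent drop in bead-associated FITC signal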
HTR5A ag = HTR5A agonists in luminescence cell assay, primary screen, counter-screen for OPRM1-OPRD1 heterodimer agonist project, full-deck HTS; cell-based; 5-hydroxytryptamine receptor 5A (Homo sapiens), P47898; activation, % at 9.3 µM; hit rate 0.61% among 340,000; in the data active = activation mostly above about 9.5%, no sharp cut-off; inactive = mostly below about 7.6%;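 also: 0% = cells with vehicle only and 100% = reference agonist; strong numbers were not always called active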
MOR-DOR ag = agonists of OPRM1-OPRD1 heterodimerization, primary screen, cell-based, luminescence; AID 504326, 2011; cells; activation, % at 9.3 µM; hit rate 0.3% among 340,000; Mu-type opioid receptor (Homo sapiens) + Delta-type opioid receptor (Homo sapiens), …; in the data active = activation above about 18%;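 also: 0% = vehicle-treated cells and 100% = reference agonist; values of inactives mirror those of a sister screen read the other way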
Pemphigus Ab inh = inhibitors of pemphigus antibody binding to DSG3, primary screen, biochemical, bead-based, flow cytometry, scFv-GFP | Desmoglein-3 (Homo sapiens), P32926 | DSG3-coupled beads, scFv-anti-DSG3-GFP binding; stronger effect = lower value | binding (percent of control), % at 10 µM | hit rate 0.48% among 310,000;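 active = binding more than 3 SD below its plate's average and above zero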; also: some compounds called inactive have numbers as strong as hits
The depositor's hits bear a star; · = not tested or not shown. Rows are unselected, and some 2.4% of all compounds hit somewhere here.

SMILES | PKA-R2B activ | MOR-DOR inv ag | PKA-R1A act | DAGLB inhibitor | HTR5A inv ag | V-ATPase pHluor | Arrestin-AP2 inh | HTR5A ag | MOR-DOR ag | Pemphigus Ab inh
O=C(CCN1C(=O)c2cccc3cccc(c23)C1=O)N1CCN(Cc2ccc3c(c2)OCO3)CC1 | 4 | -12 | 1 | 3 | 3 | -2 | 4 | -2 | 2.1 | 96
CCOC(=O)c1c(NC(=O)COC(=O)CCS(=O)(=O)c2ccc(C)cc2)sc(C)c1C | -5 | -10 | -6 | -6 | 1 | 0 | 5 | 2 | 1.9 | ·
COc1ccccc1Nc1ccc(C(=O)O)cc1[N+](=O)[O-] | -3 | 11 | -1 | 6 | -15 | 2 | 23 | -2 | -2.2 | 102
CN(C)CCCNC(=O)C[C@H]1C[C@H](C(=O)N2CCOCC2)[C@@]2(CCC3CCCC3)c3[nH]c4cc(-c5ccco5)ccc4c3CCN2C1=O | 2 | 12 | -1 | 3 | -11 | 2 | 2 | 3 | -2.4 | 105
C=CCNC(=S)NNC(=O)c1csc(C)c1C | -4 | 13 | 2 | 1 | 15 | 1 | 18 | -6 | -2.5 | 101
N#CC1(NC(=O)COC(=O)c2ccc(Cl)nc2)CCCCC1 | 3 | 4 | 4 | 3 | 6 | -1 | 36 | -2 | -0.6 | 100
CC(C)n1nc(C(=O)OCn2nnc3ccccc3c2=O)c2ccccc2c1=O | -5 | 8 | -3 | -2 | 1 | 3 | -5 | 0 | -1.6 | ·
C/C(=N\NC(=O)c1cnccn1)c1ccc([N+](=O)[O-])cc1 | -3 | 17 | 4 | -1 | 10 | 1 | -15 | 7 | -3.2 | 110
O=C(Cn1cncn1)NCCCc1ccccc1 | -1 | 9 | -10 | 4 | -24 | 2 | 12 | 7 | -1.9 | 107
C[C@@H]1CN([C@H](C)CO)C(=O)CCCn2cc(nn2)CO[C@H]1CN(C)C(=O)OCc1ccccc1 | 2 | · | 3 | 7 | · | -3 | · | · | · | ·
Nc1nnc(-c2ccc(Cl)cc2)o1 | 5 | 10 | -1 | -1 | -19 | -3 | 2 | 7 | -1.8 | 99
CC(C)C(=O)n1nc(-c2cccnc2)nc1NCc1cccs1 | -5 | -8 | 0 | -3 | -1 | -1 | 0 | 0 | 1.6 | 107
Cc1cccc(OCCNc2ncccc2[N+](=O)[O-])c1 | -6 | · | 8 | 0 | · | · | · | · | · | 104
O=C(Nc1cccc(Cl)c1)OCc1ccccn1 | -12 | -23 | -11 | -6 | -7 | -4 | -3 | 3 | 3.8 | ·
CC(C)CCn1c(SCC(=O)OCn2nnc3ccccc3c2=O)nc2ccccc2c1=O | -3 | -4 | -4 | -6 | -6 | -3 | 6 | 3 | 0.7 | 100

Further entries follow:
SMILES | PKA-R2B activ | MOR-DOR inv ag | PKA-R1A act | DAGLB inhibitor | HTR5A inv ag | V-ATPase pHluor | Arrestin-AP2 inh | HTR5A ag | MOR-DOR ag | Pemphigus Ab inh
CC(C)(C)c1ccc(C(=O)NCC(=O)OCC(=O)NC(=O)NC2CCCC2)cc1 | 0 | 3 | 5 | 0 | -8 | -1 | 7 | 3 | -0.7 | 98
CCCN(C(=O)c1nc2nccc(C)n2n1)c1c(N)n(Cc2ccccc2)c(=O)[nH]c1=O | -8 | 0 | -7 | 4 | 3 | 3 | -8 | -1 | 0.1 | ·
O=C(c1ccc(S(=O)(=O)Nc2ccccc2F)cc1)N1CCCCCC1 | 1 | 4 | -4 | 3 | 5 | 10 | -6 | -2 | -0.7 | 104
COc1ccc(Cl)cc1S(=O)(=O)N1CCC(C(=O)NCC2CCCO2)CC1 (configuration not stated) | -2 | 12 | -13 | 4 | -8 | 3 | -2 | 6 | -2.3 | ·
COc1ccc([C@H](NC(=O)OC(C)(C)C)C(=O)OC(C)(C)C)cc1 | 1 | 4 | 7 | -4 | -15 | 0 | -10 | 3 | -0.8 | 100
CC1(c2nnc(-c3ccccc3)o2)CC(c2c(Cl)cccc2Cl)=NO1 (configuration not stated) | -6 | 4 | -4 | -23 | -29 | -2 | 22 | -2 | -0.8 | 101
Cc1c(O)c(CN2CCCC2)cc2c1oc(=O)c1ccccc12 | 0 | 12 | 5 | -2 | 0 | 5 | -4 | 0 | -2.5 | 102
Nc1nccnc1C(=O)OCC(=O)NCCc1ccc(S(N)(=O)=O)cc1 | -3 | -2 | -7 | -1 | -2 | 1 | -4 | 1 | 0.3 | 97
CCC1CCC2(CC1)NC(=O)N(CC(=O)Nc1cc(C)on1)C2=O (configuration not stated) | 1 | 23 | 5 | 1 | -5 | 3 | 13 | -3 | -4.3 | 126
C[C@H](CO)N1C[C@H](C)[C@@H](CN(C)C(=O)NC2CCCCC2)Oc2c(NS(=O)(=O)c3ccc(F)cc3)cccc2C1=O | 7 | 0 | -3 | 0 | 4 | 6 | · | -2 | 0.1 | 103
CCOc1ccc(NC(=O)C2CC(=O)N(c3ccc4c(c3)OCCO4)C2)cc1OCC (configuration not stated) | -8 | 7 | -2 | 2 | 7 | -3 | 2 | -3 | -1.3 | 106
O=C(COC(=O)CC(c1ccccc1)c1ccccc1)Nc1cccc(F)c1 | -10 | -23 | -6 | -6 | -15 | -4 | 19 | 5 | 4.1 | 106
COc1ccc(-n2nnnc2SCc2nc3ccccc3s2)cc1 | -6 | 3 | -14 | -10 | -1 | 0 | 1 | 0 | -0.5 | 101
CN(CC(=O)Nc1ccc(Cl)c(C(F)(F)F)c1)C(=O)c1cc(=O)c2ccccc2o1 | 0 | -4 | -2 | -2 | 9 | -3 | -2 | -4 | 0.9 | 104
Cc1ccc(/C(N)=N/OC(=O)CCc2ccccc2)cc1 | -3 | -44 | -4 | -27 | -18 | 7 | -7 | 8 | 7.7 | 94

Other structures follow.
Order of results – PKA-R2B activ	MOR-DOR inv ag	PKA-R1A act	DAGLB inhibitor	HTR5A inv ag	V-ATPase pHluor	Arrestin-AP2 inh	HTR5A ag	MOR-DOR ag	Pemphigus Ab inh
O=C1NC(=O)C(CCc2ccccc2)(c2ccccc2)N1 (configuration not stated)
  3	16	3	2	1	-1	-10	0	-3.2	103
CCn1cc([N+](=O)[O-])c(C(=O)N2CCOCC2)n1
  -9	6	-4	2	-7	-2	-1	3	-1.2	94
CC(=O)N1CCN(c2ccc(NCc3ccc(C)cc3)cc2)CC1
  -16	-16	-18	3	-11	0	-2	2	2.9	101
COc1ccc(OC)c(CC(=O)Nc2ccc3c(c2)CCC3)c1
  -5	4	-3	-7	-35	0	19	1	-0.8	114
Cc1cc(Cl)ccc1C(=O)C1CCCN(C(=O)/C=C/c2cnn(C)c2)C1 (configuration not stated)
  -3	8	-10	-1	16	-5	2	-1	-1.6	99
CCC(CC)C(=O)Nc1nnc(CCc2ccccc2)s1
  4	-18	1	-2	-8	9	15	8	3.5	100
CCOC(=O)c1c(C)nc(-c2ccccc2)nc1NC(=O)CC
  -6	8	-5	-2	6	0	16	-1	-1.8	100
CC(=O)Nc1ccc(NC(=O)Cn2ccc([N+](=O)[O-])n2)cc1
  8	12	-8	0	3	-2	-5	10	-2.4	106
O=C1c2ccc(Cl)cc2S(=O)(=O)c2cccc(C(=O)N3CCN(c4ccc(Cl)cn4)CC3)c21
  0	-3	7	3	-17	-2	3	0	0.6	99
CS(=O)(=O)N1CCc2cc(C(=O)Nc3ccc(Br)cc3)ccc21
  6	-21	-10	4	4	-3	-3	-1	4.1	95
COc1ccc(OCC(=O)Nc2ccccc2C(=O)NC2CC2)cc1
  3	15	-2	-1	11	5	-5	-4	-3.7	104
COc1ccc(NS(=O)(=O)c2cc(NC(=O)c3cccs3)ccc2N2CCOCC2)cc1
  -2	8	3	0	0	-2	-13	-1	-1.5	97
Cc1ccc(NC(=O)C2CC(c3ccc(F)cc3)=NO2)cc1 (configuration not stated)
  -4	-5	3	-6	-3	-2	1	-2	1.0	105
N#Cc1sc(NCc2ccccn2)nc1Cl
  2	7	7	0	-20	-2	6	5	-1.5	97
COc1cc(OC)c(-n2cc(-c3ccc(OC)c(OC)c3)[nH]c2=S)cc1Cl
  -2	7	-6	9	-11	1	-11	3	-1.3	95
CCOc1ccc(N2C(=O)C3Sc4[nH]c(=O)sc4C(c4ccc(OC)c(OC)c4)C3C2=O)cc1 (configuration not stated)
  1	6	-2	1	-13	-1	-3	0	-1.2	90
O=C(NCCCCc1ccccc1)C12CN(Cc3ccccc3)CC1C(c1cccc([N+](=O)[O-])c1)=NO2 (configuration not stated)
  3	4	-4	-14	-9	1	23	3	-0.8	97
CC(C)[C@@H](NC(=O)C1CCC(CNC(=O)[C@H](Cc2ccccc2)NC(=O)OC(C)(C)C)CC1)C(=O)O (some centres not stated)
  -2	18	-7	-5	-17	0	30	5	-4.1	102
C=CCCCCCCCCC(=O)NNC1=CC(=O)CC(C)(C)C1
  8	7	6	-1	-2	3	7	-2	-1.2	100
Cc1ccc(-n2nc3c(=O)n(CCCC(=O)NCC(C)c4ccccc4)nc(C)c3c2C)cc1 (configuration not stated)
  15	4	-1	-1	5	2	-4	-1	-0.7	109
COC(=O)COc1ccc(S(=O)(=O)Nc2ccc(NC(C)=O)cc2)cc1
  1	8	-5	-1	2	-2	17	-1	-1.8	·
O=C(CSc1cccc[n+]1[O-])N1CCCCCC1
  -3	1	4	0	6	0	-27	7	-0.3	·
Cn1c(CC(=O)Nc2ccc(Cl)c(Cl)c2)n[nH]c1=S
  3	7	5	1	21	-4	4	-2	-1.5	·

Whole records, looked up by structure:
`Cc1cc(Cl)ccc1C(=O)C1CCCN(C(=O)/C=C/c2cnn(C)c2)C1` (configuration not stated) reads PKA-R2B activ: -3; MOR-DOR inv ag: 8; PKA-R1A act: -10; DAGLB inhibitor: -1; HTR5A inv ag: 16; V-ATPase pHluor: -5; Arrestin-AP2 inh: 2; HTR5A ag: -1; MOR-DOR ag: -1.6; Pemphigus Ab inh: 99
`O=C1c2ccc(Cl)cc2S(=O)(=O)c2cccc(C(=O)N3CCN(c4ccc(Cl)cn4)CC3)c21` reads PKA-R2B activ: 0; MOR-DOR inv ag: -3; PKA-R1A act: 7; DAGLB inhibitor: 3; HTR5A inv ag: -17; V-ATPase pHluor: -2; Arrestin-AP2 inh: 3; HTR5A ag: 0; MOR-DOR ag: 0.6; Pemphigus Ab inh: 99
